CTSL1 counter = Fasciola hepatica cathepsin L1 inhibitors, primary screen, counter-screen for PFM18AAP inhibitor project, biochemical, QFRET, fluorogenic peptide substrate; recombinant F. hepatica cathepsin L1, Z-Leu-Arg-MCA fluorescence; inhibition, % at 5.96 µM; hit rate 0.49% among 300,000;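 active = inhibition above the mean of all tested compounds plus 3 SD, set per screening campaign, cut at about 17% in these data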;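 also: 0% = plate median of test compound wells and 100% = 1 µM Z-Phe-Ala-diazomethylketone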
PREPL inhibitor = PREPL enzyme inhibitors, primary screen, biochemical, fluorescence polarization; Prolyl endopeptidase-like (Homo sapiens), Q4J6C6; recombinant PREPL, fluorescence polarization activity-based probe; inhibition, % at 5.96 µM; hit rate 0.68% among 320,000; in the data active = inhibition above about 43%;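 also: 0% = enzyme with DMSO and 100% = wells lacking enzyme; many of its hits are not listed in these tables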
JMJD2C inh = inhibitors of GASC-1 histone demethylase, primary screen, biochemical, fluorescence, DELFIA europium. hit rate 0.069% among 330,000. inhibition, % at 2.35 µM. GST-JMJD2C(1-420) H3K9me3 demethylation. AID 2099, 2009;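 active = more than half of a compound's replicate wells show inhibition beyond 50%, single wells judged on their own value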;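 also: signal counts dimethyl H3K9 product captured on neutravidin plate; 0% = median of DMSO wells and 100% = 0.3 times that DMSO median; strong numbers were not always called active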
Target sequence (Q9H3R0 1-420 limits assumed): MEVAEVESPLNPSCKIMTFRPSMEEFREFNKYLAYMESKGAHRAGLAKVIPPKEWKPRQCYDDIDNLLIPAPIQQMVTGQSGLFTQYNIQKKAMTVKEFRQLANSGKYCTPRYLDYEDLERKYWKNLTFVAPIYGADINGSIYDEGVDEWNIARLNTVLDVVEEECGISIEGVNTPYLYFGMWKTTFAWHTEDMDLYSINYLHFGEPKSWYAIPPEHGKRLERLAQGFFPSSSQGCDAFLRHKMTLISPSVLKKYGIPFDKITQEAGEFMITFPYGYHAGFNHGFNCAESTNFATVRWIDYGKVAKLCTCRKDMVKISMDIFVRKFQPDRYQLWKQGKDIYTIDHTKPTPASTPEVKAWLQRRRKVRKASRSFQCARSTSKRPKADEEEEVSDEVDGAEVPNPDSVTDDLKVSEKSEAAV
Efflux pump inh = inhibitors of Candida efflux pumps in yeast, primary screen, S. cerevisiae, Nile Red, multiplex; S. cerevisiae Candida pump triplex; inhibition, % at 10 µM; hit rate 0.44% among 330,000; AID 485275, 2010;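 active = plate passing quality check with inhibition over a set limit, or well fluorescence over plate mean plus 4 SD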;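 also: Nile Red retained in pooled yeast measured as flow cytometry median fluorescence; 0% = buffer negative control and 100% = Enniatin B positive control; higher means more Nile Red kept so more efflux inhibition; some compounds called inactive have numbers as strong as hits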
PP5 primary = PP5 phosphatase inhibitors, primary screen, biochemical, fluorescence | inhibition, % at 6.7 µM | hit rate 0.18% among 320,000 | Serine/threonine-protein phosphatase 5 (Homo sapiens), P53041 | AID 1987, 2009 | purified PP5c, OMFP substrate fluorescence;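 active = inhibition above the campaign's mean inhibition across all tested compounds plus 3 SD, cut at about 9.5% in these data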;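 also: 0% = DMSO only and 100% = 100 µM cantharidin control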
Target sequence (P53041 whole entry, looked up): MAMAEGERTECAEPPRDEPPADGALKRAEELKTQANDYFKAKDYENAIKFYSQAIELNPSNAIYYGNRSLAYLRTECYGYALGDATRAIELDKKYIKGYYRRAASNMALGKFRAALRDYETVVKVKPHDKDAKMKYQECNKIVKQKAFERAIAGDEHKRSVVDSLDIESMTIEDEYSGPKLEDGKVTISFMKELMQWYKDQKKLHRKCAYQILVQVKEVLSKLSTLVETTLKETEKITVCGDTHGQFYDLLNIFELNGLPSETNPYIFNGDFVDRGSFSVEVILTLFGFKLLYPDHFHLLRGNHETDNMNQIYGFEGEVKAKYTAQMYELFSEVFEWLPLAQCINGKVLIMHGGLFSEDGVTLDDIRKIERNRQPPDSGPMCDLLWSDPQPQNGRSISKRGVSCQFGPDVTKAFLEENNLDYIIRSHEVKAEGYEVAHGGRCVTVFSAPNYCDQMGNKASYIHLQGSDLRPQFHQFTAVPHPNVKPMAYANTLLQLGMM
PP1 counter = PP1-alpha phosphatase inhibitors, primary screen, counter-screen for PP5 inhibitor project, biochemical, fluorescence, OMFP substrate, single point. inhibition, % at 6.7 µM. hit rate 0.9% among 320,000. purified PP1alpha. AID 2235, 2010;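 active = inhibition above the mean inhibition of all tested compounds plus 3 SD, computed separately for each screening campaign, cut at about 15% in these data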
HCV core dimer = inhibitors of HCV core protein dimerization, primary screen, biochemical, TR-FRET, high-throughput. inhibition, % at 5 µM. AID 1899, 2009. TR-FRET GST/Flag-core106 dimerization, 1536-well. hit rate 0.33% among 300,000;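 active = inhibition above the mean of all tested compounds plus 3 SD, set per screening campaign, cut at about 45% in these data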
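System: GST-tagged and Flag-tagged HCV core protein residues 1-106 / Input: core106 proteins, GST 13.5 nM and Flag 17 nM / Buffer or medium: KF-containing HEPES buffer, pH 7.45, DTT, CHAPS, BSA / Probe or stimulus: Eu-anti-GST and XL665-anti-Flag labelled anti-tag antibodies / Schedule: 4 h, 22.5 °C incubation / Technique: TR-FRET 671 and 617 nm emission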
TPT1 inhibitor = Candida albicans TPT1 enzyme inhibitors, primary screen, biochemical, fluorescence polarization; tRNA 2'-phosphotransferase TPT1 (Candida albicans SC5314); recombinant caTPT1, FP RNA substrate dephosphorylation; inhibition, % at 5 µM; hit rate 0.81% among 300,000; AID 1962, 2009;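 active = inhibition above the mean of all tested compounds plus 3 SD, set per screening campaign, cut at about 24% in these data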;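 also: plate controls were DMSO alone for no effect and ferristatin control at 100 nM for full effect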
LYPLA2 inh = LYPLA2 inhibitors, primary screen, counter-screen for PME1 inhibitor project, biochemical, fluorescence polarization, FP-Rh probe ABPP; hit rate 0.38% among 320,000; inhibition, % at 5.9 µM; Acyl-protein thioesterase 2 (Homo sapiens), O95372; recombinant LYPLA2; AID 2177, 2009;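 active = inhibition above the screen-wide mean plus 3 SD, limit set per campaign, cut at about 26% in these data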;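 also: 0% = LYPLA2 with DMSO and 100% = wells lacking LYPLA2 enzyme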
* marks the source's active call; other numbers are inactive results; · = no result given. This is a subset; count on the stated rates, not on these rows.

SMILES | CTSL1 counter | PREPL inhibitor | JMJD2C inh | Efflux pump inh | PP5 primary | PP1 counter | HCV core dimer | TPT1 inhibitor | LYPLA2 inh
O=C(NC(=S)NC1CCCCCCCCCCC1)c1cccnc1 | -4 | 10 | -6 | 0.1 | -0.5 | 0 | 0 | -2 | 0
NS(=O)(=O)c1cc(C(=O)OCC(=O)N2CCOCC2)ccc1Cl | -6 | -4 | -6 | -0.1 | 2.6 | -2 | 6 | 2 | -4
CCN(Cc1ccccc1)C(=O)C1CCN(Cc2ccc(OC)c(OC)c2OC)CC1 | -2 | 8 | -6 | 0.2 | 1.4 | -2 | -1 | 0 | 2
CC(C)c1ccc(CN(C(=O)C2COc3ccccc3O2)C2CCS(=O)(=O)C2)cc1 (configuration not stated) | 4 | -10 | -14 | 0.0 | 3.6 | 0 | 3 | 0 | 0
CC(C)CC1CCCCC1OC(=O)C[N+]1(C)CCCCC1 (configuration not stated) | 1 | 14 | 0 | -0.1 | 0.5 | -2 | -3 | -1 | 1
CCCNC(=S)Nc1ccc(Oc2ccccc2)cc1 | -2 | 10 | -12 | -0.1 | 2.6 | 2 | -4 | 0 | 5
CC1(C)C(=O)NCCN1C(=O)CC1C(=O)NCCN1CC(c1ccccc1)c1ccccc1 (configuration not stated) | 1 | 11 | 10 | 0.7 | -1.2 | -2 | 2 | 1 | 2
C/C(CCN1CCc2nc(-c3ccccc3)c(-c3ccccc3)cc2C1)=N\O[C@@H](C)c1cn([C@H](CO)Cc2ccccc2)nn1 | 0 | 19 | 3 | 0.0 | -1.0 | 7 | 12 | 3 | 2
C=CCn1c(SCC(=O)Nc2ccc(F)cc2)nc2ccccc2c1=O | 3 | 8 | -4 | 0.0 | 1.9 | -1 | 1 | -3 | 6
O=C(NCCc1ccccn1)c1nc(Cn2cc([N+](=O)[O-])cn2)no1 | 0 | 5 | -9 | 0.4 | 2.0 | 4 | -1 | -1 | 4

Another view of some results above.
Under each structure – CTSL1 counter, PREPL inhibitor, JMJD2C inh, Efflux pump inh, PP5 primary, PP1 counter, HCV core dimer, TPT1 inhibitor, LYPLA2 inh
> NS(=O)(=O)c1cc(C(=O)OCC(=O)N2CCOCC2)ccc1Cl
 : -6, -4, -6, -0.1, 2.6, -2, 6, 2, -4
> CCN(Cc1ccccc1)C(=O)C1CCN(Cc2ccc(OC)c(OC)c2OC)CC1
 : -2, 8, -6, 0.2, 1.4, -2, -1, 0, 2
> CC(C)c1ccc(CN(C(=O)C2COc3ccccc3O2)C2CCS(=O)(=O)C2)cc1 (configuration not stated)
 : 4, -10, -14, 0.0, 3.6, 0, 3, 0, 0
> CC(C)CC1CCCCC1OC(=O)C[N+]1(C)CCCCC1 (configuration not stated)
 : 1, 14, 0, -0.1, 0.5, -2, -3, -1, 1
> CCCNC(=S)Nc1ccc(Oc2ccccc2)cc1
 : -2, 10, -12, -0.1, 2.6, 2, -4, 0, 5
> CC1(C)C(=O)NCCN1C(=O)CC1C(=O)NCCN1CC(c1ccccc1)c1ccccc1 (configuration not stated)
 : 1, 11, 10, 0.7, -1.2, -2, 2, 1, 2
> C/C(CCN1CCc2nc(-c3ccccc3)c(-c3ccccc3)cc2C1)=N\O[C@@H](C)c1cn([C@H](CO)Cc2ccccc2)nn1
 : 0, 19, 3, 0.0, -1.0, 7, 12, 3, 2
> C=CCn1c(SCC(=O)Nc2ccc(F)cc2)nc2ccccc2c1=O
 : 3, 8, -4, 0.0, 1.9, -1, 1, -3, 6
> O=C(NCCc1ccccn1)c1nc(Cn2cc([N+](=O)[O-])cn2)no1
 : 0, 5, -9, 0.4, 2.0, 4, -1, -1, 4

(cont.)
SMILES | CTSL1 counter | PREPL inhibitor | JMJD2C inh | Efflux pump inh | PP5 primary | PP1 counter | HCV core dimer | TPT1 inhibitor | LYPLA2 inh
Cc1ccc(C(=O)NCCCNC(=O)c2ccccc2C)cn1 | 3 | 18 | 8 | 0.1 | 0.2 | 0 | -19 | -3 | 3
COc1ccccc1OCCNC(=O)c1cc(SC)ccc1Cl | -5 | -1 | 1 | -0.1 | 2.2 | 1 | -6 | -2 | 5
N#CC1(NC(=O)CSc2nnc(-c3ccccc3F)o2)CCCCC1 | 2 | 4 | 5 | -0.1 | -0.3 | -5 | -5 | 3 | 1
COc1ccc(NC(=O)CC2C(=O)N(C)C(=S)N2CCc2ccc(F)cc2)cc1 (configuration not stated) | -1 | 5 | -1 | 0.0 | 2.0 | -1 | 0 | 0 | -1
Cc1n[nH]c(C)c1S(=O)(=O)N(C)Cc1ccco1 | · | 0 | 5 | -0.2 | -0.1 | -1 | · | · | 6
COc1ccc(NC(=O)c2ccc(=O)oc2)cc1 | 0 | 1 | 1 | 0.1 | 2.9 | -2 | -5 | 1 | 2
Cc1ccc(C(=O)COC(=O)CCN2C(=O)C3C4CC(C(Br)C4Br)C3C2=O)cc1 (configuration not stated) | 0 | 13 | -2 | -0.2 | 0.9 | 0 | -1 | -1 | -2
Cc1cc(C(C)(C)C)cc(C)c1COC(=O)c1cccnc1 | 4 | -8 | 8 | -0.2 | 0.8 | -1 | 2 | -1 | 1
COc1ccc(N2CCN(Cc3cc(=O)oc4cc(-c5ccccc5)c(O)cc34)CC2)cc1 | 1 | -1 | -2 | 0.1 | 4.0 | 3 | 11 | -2 | -3
Cc1ccc(NC(=O)CSCC(=O)NCCc2ccccc2)cc1 | 0 | -20 | -2 | 2.3 | 3.8 | -4 | 7 | -2 | -3
COc1ccccc1CNC(=O)CS(=O)(=O)c1ccccc1 | 1 | -2 | 3 | 0.4 | -0.6 | -3 | 1 | -2 | -3
COc1cccc(/C=C/C(=O)OCC(=O)c2ccc(C)c(C)c2)c1OC | · | 1 | -2 | 0.0 | 3.4 | 0 | · | · | -3
N#Cc1ccccc1NC(=S)NC(=O)c1cccs1 | -8 | 10 | -3 | 0.5 | -1.6 | 1 | 6 | 0 | 3
OCC[C@@H]1C[C@H](O)[C@@H](O)[C@@]2(Cc3ccccc3CCO2)O1 | 0 | -6 | 16 | 0.1 | 0.3 | 0 | -6 | 0 | 2
O=C(O)c1cc(-n2nnnc2SCc2ccccc2F)ccc1Cl | -1 | 1 | 20 | -0.3 | 1.6 | -1 | 5 | -2 | 6
O=c1cc(-c2c(F)c(F)c(F)c(F)c2F)oc2ccccc12 | 2 | -47 | 11 | 0.1 | -1.6 | -1 | 15 | -1 | 4
COc1cc(OC)cc(C(=O)N[C@H](C(=O)NCc2ccccc2)C(C)C)c1 | 5 | -1 | 20 | -0.3 | 0.6 | -2 | -9 | -1 | 2
COc1ccc(-c2nn(-c3ccccc3)cc2/C=C(\C#N)C(N)=O)cc1[N+](=O)[O-] | 7 | 11 | -16 | 0.0 | 1.4 | 3 | 54* | -3 | -6
COC1CCCN(Cc2c(C(=O)N3CCN(C4CCCCC4)CC3)nc3ccccn23)C1 (configuration not stated) | 2 | 13 | · | 0.0 | 3.2 | 0 | -18 | -12 | -2
CCOC(=O)C1=C(CSc2nnnn2C)N(C)C(=O)NC1c1ccccc1 (configuration not stated) | -2 | -2 | -5 | -0.1 | 1.1 | -4 | -8 | 2 | 5
O=C(Nc1ccc(Cl)cc1)Nc1ccc(-c2cnco2)cc1 | -9 | 18 | 3 | -0.2 | 2.5 | 5 | -7 | -2 | 4
CCn1nccc1C(=O)NC1=C(C#N)CCC1 | -1 | 8 | 0 | -0.1 | -1.3 | -3 | -12 | 1 | -3
Cc1cc(C)n(CC(O)Cn2c(C)c(C)c3ccccc32)n1 (configuration not stated) | 19* | -45 | 0 | -0.1 | -3.1 | 6 | 3 | 46* | -33
CC(C)=CCCC(C)CN1CCC(N2CCC(C(=O)N3CCOCC3)CC2)CC1 (configuration not stated) | -4 | 23 | 1 | 0.0 | -1.5 | -2 | -5 | -2 | 6
Cc1n[nH]c(C)c1CN(C)C(=O)c1cc(COc2ccc(F)c(F)c2)on1 | 1 | 6 | -7 | -0.1 | 1.7 | 0 | 1 | -1 | 8
CCCNC(=O)CSCc1nc(-c2ccc(SC)cc2)oc1C | 1 | 8 | 7 | 0.0 | 2.5 | -7 | -6 | 2 | -7
Cc1noc(C)c1CSc1ncnc2sc3c(c12)CCC(C)C3 (configuration not stated) | -3 | 4 | 17 | 0.0 | 0.8 | -2 | 0 | 0 | 6
COc1ccc(N2CCN(C(=O)COC(=O)Cc3c(F)cccc3Cl)CC2)cc1 | 1 | 1 | 7 | 0.0 | -0.6 | -6 | 2 | 2 | 6
O=C(c1ccccc1Br)N1N=C(c2ccccc2)CC1c1ccccc1F (configuration not stated) | 1 | 4 | 6 | 0.4 | 3.6 | 5 | 9 | 0 | -2
Cc1ccn2c(=O)c(C(=O)O)cnc2c1 | 3 | 0 | 2 | 0.2 | 0.2 | -3 | 0 | 3 | -5
CN(c1ccc(C(=O)N2CCOCC2)cc1)S(C)(=O)=O | 0 | 1 | -4 | 0.0 | 2.4 | 0 | 2 | 9 | -10
Cc1cccn2c(Nc3ccccc3)c(-c3ccccn3)nc12 | 0 | -13 | 12 | 0.1 | 0.3 | 12 | -1 | 3 | 6
COCCn1c(Cc2ccccc2)nnc1SCC(=O)Nc1cc(C)on1 | 2 | 4 | -6 | 0.0 | 3.8 | 0 | -6 | -1 | 2
CS(=O)(=O)Nc1ccc(-c2cn3c(n2)SCC3)cc1 | 0 | 5 | 6 | -0.1 | -1.1 | -5 | 19 | -3 | 2
O=C(COC(=O)c1cc[n+]([O-])cc1)Nc1ccc(F)c([N+](=O)[O-])c1 | -14 | 13 | -1 | 0.0 | 2.2 | 0 | 15 | -1 | 7
Cc1ccc(Cl)cc1N1CCN(S(=O)(=O)c2c(C)[nH]c(C)c2C(=O)N2CCCC2)CC1 | 1 | 11 | -3 | 0.1 | -0.1 | 0 | -1 | -1 | 3
OC(CNCc1ccccc1C(F)(F)F)C(F)(F)F (configuration not stated) | 0 | 0 | -5 | 0.1 | 0.3 | -4 | 5 | -1 | -4
CC(/C=N/NC(=O)c1nnn(-c2nonc2N)c1CN1CCCCC1)c1ccccc1 (configuration not stated) | -2 | 10 | 5 | 0.1 | 4.8 | -3 | 20 | -2 | -4
O=C1OC(N2C(=O)CC[C@H]2C(=O)Nc2ccc3c(c2)OCO3)c2ccccc21 (some centres not stated) | 7 | 15 | -42 | -0.1 | -3.0 | -13 | 9 | -5 | 12
O=C(NC(C(=O)N/N=C/c1ccccn1)c1n[nH]c(=O)c2ccccc12)c1ccccc1 (configuration not stated) | -1 | -12 | -1 | 0.0 | 0.1 | -6 | -1 | 0 | -5

High-throughput results from PubChem BioAssay.
